Compound activity deposited in PubChem BioAssay by several laboratories.
HCV NS3 hel inh – HCV NS3 helicase inhibition | NS3 helicase DNA unwinding, Cy5 molecular beacon fluorescence | inhibition, % at 10.9 µM | 0.56% of 290,000 active | AID 1800;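 active means inhibition above the mean of all tested compounds plus 3 SD, set per campaign, cut at about 35% in these data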;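 further: 0% = DMSO wells and 100% = thioflavine S control wells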
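System: Hepatitis C virus NS3 helicase domain fragment enzyme | Reagent: Annealed dual-labelled DNA beacon duplex, ATP-started | Compound dosing: 10.9 µM single point, 0.8% DMSO | Incubation: 1 h reaction at 25 °C, ATP-initiated | Technique: Cy5 fluorescence | Evaluation: Percent inhibition from t60/t0 fluorescence ratio | Benchmarks: Low DMSO, high thioflavine S at 110 µM | Replication: Singlicate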
FID counter – displaces DNA intercalator in HCV helicase counter-screen. DNA fluorescent intercalator displacement, fluorescence. inhibition, % at 7.9 µM. 0.17% of 290,000 active; in the data active means inhibition above about 37%;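 further: 0% = vehicle and 100% = reference compound; higher means more ethidium bromide displaced from hairpin DNA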
VIM-2 inhibitor – blocks Pseudomonas aeruginosa VIM-2 metallo-beta-lactamase; purified VIM-2, nitrocefin hydrolysis, epi-absorbance fluorescence; inhibition, % at 5.6 µM; 0.89% of 290,000 active; AID 1527;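 active means inhibition above the mean of all tested compounds plus 3 SD, cutoff set per screening run, cut at about 7.5% in these data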;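 further: red hydrolysis product quenches plate fluorescence so inhibitors raise well fluorescence; 0% = enzyme with DMSO and 100% = DMSO without enzyme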
OXTR ag – agonists of human oxytocin receptor; CHO-OTR cells, Fluo-8 calcium fluorescence; normalized: DMSO 0%, oxytocin 100%; activation, % at 3 µM; 0.32% of 320,000 active; AID 2435;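 active means activation above the mean of all tested compounds plus 3 SD, cutoff set per screening run, cut at about 20% in these data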;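 further: peak over basal fluorescence ratio from a 100 s FLIPR kinetic read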
GPR7 antag – human neuropeptides B/W receptor 1 antagonism; P48145; GPR7-expressing cells, fluorescence antagonist assay; inhibition, % at 4.4 µM; 1.1% of 290,000 active; in the data active means inhibition above about 16%, passing the limit was not always enough;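 further: cells stimulated with the agonist NPW; 0% = agonist with vehicle and 100% = vehicle without agonist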
Target sequence (P48145 whole entry, looked up): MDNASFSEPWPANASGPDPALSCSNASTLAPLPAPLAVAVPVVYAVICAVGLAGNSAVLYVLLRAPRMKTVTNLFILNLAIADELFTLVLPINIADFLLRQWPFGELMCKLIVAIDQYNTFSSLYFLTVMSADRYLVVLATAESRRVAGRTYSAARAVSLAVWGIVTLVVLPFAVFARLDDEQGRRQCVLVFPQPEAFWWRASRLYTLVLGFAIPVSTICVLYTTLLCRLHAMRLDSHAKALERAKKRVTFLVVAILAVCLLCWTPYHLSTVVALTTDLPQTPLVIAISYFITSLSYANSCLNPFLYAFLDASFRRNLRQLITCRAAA
V1R ag counter – activates human V1a receptor in oxytocin agonist counter-screen; P37288; CHO-V1R cells, Fluo-8 calcium fluorescence, agonist mode; 0% DMSO, 100% 3 nM vasopressin; activation, % at 3 µM; 0.25% of 320,000 active; AID 2797;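 active means activation above the mean activation of all tested compounds plus 3 SD, per screening run, cut at about 20% in these data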;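 further: signal is peak over basal fluorescence ratio across a 100 second FLIPR read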
Target sequence (P37288 whole entry, looked up): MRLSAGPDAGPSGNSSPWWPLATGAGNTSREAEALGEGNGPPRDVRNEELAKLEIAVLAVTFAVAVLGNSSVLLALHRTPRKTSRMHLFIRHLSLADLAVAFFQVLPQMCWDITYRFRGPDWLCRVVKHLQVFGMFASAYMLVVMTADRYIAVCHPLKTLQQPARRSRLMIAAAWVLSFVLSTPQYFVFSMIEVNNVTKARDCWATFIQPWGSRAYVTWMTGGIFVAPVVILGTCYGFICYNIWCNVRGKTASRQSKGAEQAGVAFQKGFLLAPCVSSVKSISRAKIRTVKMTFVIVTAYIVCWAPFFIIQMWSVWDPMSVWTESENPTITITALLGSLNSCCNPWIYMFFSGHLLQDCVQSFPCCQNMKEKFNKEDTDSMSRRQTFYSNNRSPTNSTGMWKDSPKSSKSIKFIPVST
PHOSPHO1 inh – inhibitors of human PHOSPHO1 phosphatase. Q8TCT1. 1.1% of 290,000 active. inhibition, % at 13.3 µM. recombinant PHOSPHO1, absorbance phosphatase assay; in the data active means inhibition above about 60%
Target sequence (Q8TCT1 whole entry, looked up): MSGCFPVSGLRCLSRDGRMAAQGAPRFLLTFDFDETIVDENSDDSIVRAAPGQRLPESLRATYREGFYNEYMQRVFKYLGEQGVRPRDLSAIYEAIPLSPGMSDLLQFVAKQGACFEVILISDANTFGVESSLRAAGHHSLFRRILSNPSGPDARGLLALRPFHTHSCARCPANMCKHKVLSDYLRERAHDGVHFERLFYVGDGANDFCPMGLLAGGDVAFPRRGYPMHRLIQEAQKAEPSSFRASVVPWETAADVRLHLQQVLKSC
IMP-1 inh – inhibitors of Pseudomonas aeruginosa IMP-1 metallo-beta-lactamase. purified IMP-1, nitrocefin hydrolysis, epi-absorbance fluorescence. inhibition, % at 5.6 µM. 0.45% of 290,000 active;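 active means inhibition above the mean plus 3 SD of all compounds in the same screening run, cut at about 4.5% in these data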;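 further: 0% = IMP-1 with DMSO and 100% = DMSO wells lacking enzyme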
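System – purified recombinant IMP-1 beta-lactamase · Input – IMP-1 dispensed at 0.2 nM · Timing – 15 min preincubation plus 25 min reaction at 25 °C · Signal – Epi-absorbance fluorescence, 480 nm excitation, 530 nm emission · Measure – percent IMP-1 inhibition derived from blank-referenced optical density · Controls – Enzyme-plus-DMSO low control, enzyme-free DMSO high control · Replication – singlicate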
GalR3 antagonist – human GalR3 antagonism; inhibition, % at 3 µM; 0.44% of 360,000 active; O60755; HEK293 GalR3-CNG cAMP membrane potential fluorescence; galR3 body fused to GalR1 C-terminus;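 active means inhibition above the screen-wide average plus 3 SD, cut at about 13% in these data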;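 further: forskolin and galanin both at EC90 stimulate the cells; cAMP rise reported by CNG channel membrane potential dye signal; 0% = forskolin plus galanin with DMSO and 100% = forskolin alone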
Numbers without * were called inactive; x = not tested or not shown.

Preview, two compounds:
SMILES	HCV NS3 hel inh	FID counter	VIM-2 inhibitor	OXTR ag	GPR7 antag	V1R ag counter	PHOSPHO1 inh	IMP-1 inh	GalR3 antagonist
O=[N+]([O-])c1ccc(O)c(/C=N/NC2=NS(=O)(=O)c3ccccc32)c1	0	-4	0.5	0.1	15	0.7	49	-1.1	-2
COc1cccc(N2CCN(C(=O)c3ccc(CS(=O)Cc4ccc(C)cc4)o3)CC2)c1 (stereo unspecified)	-1	-63	-2.9	3.2	-3	5.4	-32	0.3	-7

Main list, from the first entry:
SMILES	HCV NS3 hel inh	FID counter	VIM-2 inhibitor	OXTR ag	GPR7 antag	V1R ag counter	PHOSPHO1 inh	IMP-1 inh	GalR3 antagonist
O=[N+]([O-])c1ccc(O)c(/C=N/NC2=NS(=O)(=O)c3ccccc32)c1	0	-4	0.5	0.1	15	0.7	49	-1.1	-2
COc1cccc(N2CCN(C(=O)c3ccc(CS(=O)Cc4ccc(C)cc4)o3)CC2)c1 (stereo unspecified)	-1	-63	-2.9	3.2	-3	5.4	-32	0.3	-7
COc1ccc(-c2nn(C)c3sc(C(=O)NCc4ccco4)cc23)cc1OC	-4	-4	-1.4	-0.7	2	-1.8	-1	-2.5	-5
FC(F)(F)c1nc(NCC2CCCO2)c2nnn(Cc3ccccc3Cl)c2n1 (stereo unspecified)	5	-2	-2.5	-1.3	-7	-0.3	-21	-3.9	-8
CN(C)CCN(C(=O)c1ccccc1Cl)c1nc2c(Cl)cccc2s1	-3	5	-1.7	1.7	6	0.7	4	-1.1	-13
COC(=O)c1cc(C#N)c(N2CC(C)OC(C)C2)nc1C (stereo unspecified)	9	-10	-1.6	-1.1	-11	-0.8	11	-2.8	-5
Cc1ccccc1OCC(=O)Nc1ccc2c(c1)OCO2	-3	2	-2.4	-1.5	1	-0.6	34	-3.4	-2
COCCN(C(=S)Nc1cccc(OC)c1)C(C)c1cccs1 (stereo unspecified)	-10	-3	-4.5	-2.1	-12	0.0	-1	-3.9	-2
O=S(=O)(NCCCc1ccccc1)c1ccc(F)c(F)c1	-9	-20	-2.9	-1.8	-6	-0.3	32	-4.6	-8
CCN(CC)c1ccc(C2C(C(=O)OC(C)C)C(=O)CC(C)(O)C2C(=O)OC(C)C)cc1 (stereo unspecified)	4	-31	-4.8	-2.7	12	-2.2	20	-1.5	-8
Cc1noc(C)c1S(=O)(=O)N1CCC(C(=O)N2CCN(c3ccc(F)cc3)CC2)CC1	5	-32	-1.2	6.3	-9	4.8	0	0.0	x
Cc1ccc(NC(=O)c2cc(-c3cc(C)c(C)cc3O)n[nH]2)cc1C	8	-8	-1.9	0.2	2	1.4	19	-4.4	-10
CCOc1ccc(Cl)cc1CNCCCSc1ncccn1	-15	5	1.1	-1.6	23	3.7	-132	-1.1	-5
O=C(CSc1nnc(-c2cccs2)n1-c1ccccc1)NCC1CCCO1 (stereo unspecified)	-5	-19	-1.9	-0.4	-6	0.2	-16	-1.5	-4
O=C(NCc1cccs1)c1ccc(N2CCCC2=O)cc1	5	1	-2.1	0.3	0	1.6	-2	0.4	-3
O=c1cnnc(Nc2ccccc2F)[nH]1	-6	4	1.8	-0.7	-4	-1.1	5	-2.8	4
C#CCOCCOCCOCCNc1nc(N2CCN(C(=O)C([C@@H](C)CC)n3cc(C(N)CC(C)C)nn3)CC2)nc(N2CCN(C(=O)[C@H](CCC(=O)O)n3cc(C(N)CC(C)C)nn3)CC2)n1 (stereo partly specified)	-27	15	-0.3	0.5	-20	-0.2	22	-1.0	x
Cc1ccc(-n2nnnc2SC(C)C(=O)Nc2ccc(Cl)cn2)cc1 (stereo unspecified)	9	-18	-2.9	-1.6	3	-0.8	-25	-3.5	-5
O=C(NCc1ccco1)c1sc2cc(Cl)ccc2c1Cl	-1	-9	-3.6	-1.8	36*	1.6	-6	-2.6	-3
O=C(CSc1ncnc2c1oc1ccccc12)N1CCCc2ccccc21	-1	-3	-0.6	6.8	0	3.1	4	-1.6	-4
Cc1ccc(NC(=O)c2cccc(N3C(=O)C4C5CCC(C5)C4C3=O)c2)c(C)c1 (stereo unspecified)	-3	0	-2.6	5.3	-2	2.3	-9	0.7	5
c1ccc(SCCN2CCc3ccccc3C2)cc1	1	5	-1.8	-2.2	-10	-1.0	-3	-2.2	-6
O=C(Nc1ccc2oc(-c3ccccc3F)nc2c1)c1ccc([N+](=O)[O-])o1	2	2	12*	x	-14	x	33	41*	-6
COc1ccc(OC)c(NC(=S)N2CCN(C/C=C/c3ccccc3)CC2)c1	1	-2	-0.4	3.3	8	3.6	15	-0.5	-4
O=CN1N=C(c2ccccc2)CC1c1ccc(Cl)cc1 (stereo unspecified)	-9	-11	-1.4	3.4	-2	5.9	19	-2.0	-11
CN=c1scc(-c2ccc(OC)cc2)n1/N=C(\C)c1cccnc1	5	-26	-4.5	2.2	-6	1.8	16	-2.3	-5
C#CCOc1c(Br)cc(/C=N\NC(=O)CN2CCOCC2)cc1OCC	0	-12	-4.2	0.5	-4	1.4	23	-2.6	-6
COc1ccc(NC(=O)Nc2ccccc2SC)cc1OC	0	-6	0.2	0.3	10	-0.5	-3	0.3	-3
CC1(C)CC(=O)C(C(=S)Nc2ccccc2)=C(NCCN2CCOCC2)C1	-4	-6	-4.1	0.3	-11	0.2	19	-2.6	6
Oc1c(C(c2ccco2)N2CCN(C(c3ccccc3)c3ccccc3)CC2)sc2ncnn12 (stereo unspecified)	3	-30	-0.5	-2.1	-3	-0.5	88*	-1.6	x
O=C(O)c1cccc(N2C(=O)CSC2=S)c1	15	-8	2.0	0.7	-10	1.1	18	2.5	-6
COC(=O)c1[nH]c2c(c1C)C(=O)CC(c1ccccc1)C2 (stereo unspecified)	-2	2	-0.3	7.9	3	5.9	37	-3.2	-2
Cc1ccc(C)c(OCC(=O)N/N=C/c2c(C)nn(-c3ccccc3)c2Cl)c1	3	-3	-6.6	-0.6	5	0.2	7	-7.1	-2
CCOC(=O)CNC(=O)CSc1nccn1Cc1ccco1	0	0	-0.7	1.4	-17	0.6	30	-2.2	3
O=C(NCCOc1cccc(Cl)c1Cl)c1cc(-n2cnnc2)ccc1Cl	-7	-16	-2.1	0.6	9	-0.1	39	-1.7	x
COc1ccc(-n2c(SCC(=O)NCC3CCCO3)nc3c(c2=O)SC(C)C3)cc1 (stereo unspecified)	17	-25	2.7	-0.6	20	0.2	58	2.6	1
C=CCNC(=O)C1=NOC(CNC(=O)c2c(-c3ccccc3Cl)noc2C)C1 (stereo unspecified)	10	-4	-3.7	-0.3	4	0.9	29	-3.2	2
O=C(Nc1cccc(O)c1)N1CCOCC1	-2	0	-2.0	0.5	-9	0.0	-30	-3.4	-3
Cc1ccc(C)c(S(=O)(=O)Nc2nc(C)c(C(=O)Nc3ccccc3)s2)c1	21	-39	-3.9	0.3	-9	0.5	-7	-3.3	-5
CCOC(=O)c1cc2cc3ccccc3cc2oc1=O	-1	-7	0.9	-1.1	22	0.8	29	0.6	-9
O=C1c2ccccc2S(=O)(=O)N1CC(O)Cn1c2ccccc2c2ccccc21 (stereo unspecified)	-6	-25	-2.8	13	27	12	-33	-3.5	-6
Cc1nc2c(ccc3c([N+](=O)[O-])cccc32)c(C)c1C	12	0	-2.4	-0.1	-7	-1.3	-10	-2.7	-2
FC(F)(F)c1ccc2c(c1)nc1n2CCCC1	-2	0	2.1	0.2	-7	0.4	22	-2.9	-7
COc1ccccc1CN1C2CCCC1CC(NC(=O)/C=C/c1ccccc1)C2 (stereo unspecified)	-32	16	-1.9	-1.4	3	-0.1	28	-0.8	-7
N#Cc1cc(-c2ccccc2)cnc1Cl	1	1	-1.2	-1.3	-19	-0.4	-22	-2.0	3
Nc1ncc(-c2nnnn2-c2ccc(Cl)cc2)c(-c2ccc(Cl)cc2)n1	0	-18	-5.6	1.7	0	1.7	18	-3.2	-5
CN1CCCN(C(=O)c2cccc(Cl)c2)CC1	-7	-5	-3.0	0.0	-4	-0.2	25	-2.0	-8
CCC(=O)OCc1cc2cccc(C)c2[nH]c1=O	-2	-10	-1.4	0.7	-5	0.5	3	-2.3	-5
COc1ccc(OCCC(=O)OCc2c(C)noc2C)cc1	-4	-6	-1.6	0.6	-3	3.4	-4	-2.2	-1
Cc1cc(C(=O)N2CCc3ccccc32)n(-c2ccccc2)n1	0	-13	2.7	-0.9	-8	-0.8	6	-0.8	-3
CCOc1ccc(Oc2nc(NCC(C)C)nc(N(C)C)n2)nn1	1	-26	-1.2	0.3	-1	0.1	-21	-3.4	2
C[C@H](NC(=O)[C@@H]1Cc2ccccc2CN1)C(=O)NC1CCCCC1	22	-2	-1.5	-0.7	-9	0.0	38	-4.0	3
Clc1ccc2oc(-c3ccccc3)nc2c1	-1	2	-1.3	-0.7	4	0.1	-11	0.3	-3
CC(=O)Nc1ccc(OCC(O)Cn2cccn2)cc1 (stereo unspecified)	-2	-7	-3.5	x	-4	x	15	-4.4	-1
OC(COCC1COc2ccccc2O1)CN1CCN(c2ccccc2)CC1 (stereo unspecified)	-15	15	1.3	4.0	-2	3.8	45	-0.9	-3
CC(=O)Nc1ccc(S(=O)(=O)NC2(C(F)(F)F)NC(=O)N(C3CCCC3)C2=O)cc1 (stereo unspecified)	-6	-1	-0.8	-0.1	-10	0.1	-8	-1.6	-4
CCOC(=O)c1sc(-c2cccc(C(F)(F)F)c2)nc1O	36	-9	-1.6	0.2	-5	1.3	20	2.0	-2
CCOc1ccc(OCCCC(=O)O)cc1	-5	-4	-3.0	0.8	-3	-0.4	0	-2.1	0
CCOc1ccc(NCC(=O)c2ccc(C)cc2)cc1	-13	0	-1.0	0.6	-7	-0.6	16	-1.3	-6
Cc1ccc(OCC(=O)Nc2ccc(S(=O)(=O)N3CCCC3)cc2)cc1	-9	-22	-3.2	4.2	-17	5.5	10	-3.3	0
Further compounds follow:
SMILES	HCV NS3 hel inh	FID counter	VIM-2 inhibitor	OXTR ag	GPR7 antag	V1R ag counter	PHOSPHO1 inh	IMP-1 inh	GalR3 antagonist
O=C(NCc1cccs1)C1CCCN(S(=O)(=O)c2cccs2)C1 (stereo unspecified)	-1	-2	-1.9	0.4	-5	1.9	3	3.3	-1
O=C(NCc1ccc(F)cc1)C1CCC(CNc2c(N3CCOCC3)c(=O)c2=O)CC1 (stereo unspecified)	6	-10	-2.7	9.7	-13	1.0	56	-3.2	-1
COCC(C)NC(=O)c1nn(Cc2ccccc2)c(=O)c2ccccc12 (stereo unspecified)	2	-27	-2.7	-1.5	-11	-0.5	35	2.5	3
O=C(CCC(=O)N1CCN(c2ccccc2F)CC1)c1ccc(F)cc1	-5	-22	-2.2	0.6	-12	-0.3	23	-0.9	-3

Look-ups from the results shown:
O=C(NCc1cccs1)C1CCCN(S(=O)(=O)c2cccs2)C1 (stereo unspecified) | FID counter: -2
COCC(C)NC(=O)c1nn(Cc2ccccc2)c(=O)c2ccccc12 (stereo unspecified) | OXTR ag: -1.5
